High-throughput results: PubChem BioAssay, National Center for Advancing Translational Sciences (NCATS)
RXFP1 antagonist = blocks the human relaxin receptor RXFP1 | AID 1259400 | Q9HBX9 | actives 0.59% (n = 350,000) | HEK293-RXFP1, relaxin-stimulated cAMP HTRF, 30 min; active compounds read low | activity change, negative = inhibition, % at 57.5 µM;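 active means activity change of -60% or lower, but not beyond a set lower limit; inconclusive means change between -60% and -40%, or beyond the set limit; inactive means change above -40%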; further: on the % scale 0 is the no-effect control and ±100 the full control effect
RXFP1 ag = RXFP1 (human) receptor agonism; Q9HBX9; HEK293T-RXFP1 cAMP TR-FRET, 30 min; response scale: percent of porcine relaxin response, buffer zero; Potency, µM (series often up to 57.5 µM), for inactives: at the highest dose activation, usual class: activators; actives 0.3% (n = 370,000); active means well fitted activation curve with a large enough effect; inconclusive means small, poorly fitted or top-dose-only effect; further: potency means the concentration at half of the fitted maximal effect; on the % scale 0 is the no-effect control and ±100 the full control effect; nearly all actives have a fitted effect of over 60% in size; many of its hits are not listed in these tables
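cAMP rise read by TR-FRET after 30 min, 37C compound exposure (up to 58 uM) in RXFP1-transfected HEK293 cells with Ro 20174 present. EC50 from Hill-equation fits, with 29 nM porcine relaxin as 100% and buffer as basal.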
TRHR PAM = allosteric enhancers of human TRH receptor | TRHR cells, fluo-8 calcium fluorescence, EC20 TRH enhancement | enhancement, % at 2 µM | actives 0.66% (n = 360,000); in the data active means enhancement above about 30%; further: 0% is about no effect
Target sequence (P34981 whole entry, looked up): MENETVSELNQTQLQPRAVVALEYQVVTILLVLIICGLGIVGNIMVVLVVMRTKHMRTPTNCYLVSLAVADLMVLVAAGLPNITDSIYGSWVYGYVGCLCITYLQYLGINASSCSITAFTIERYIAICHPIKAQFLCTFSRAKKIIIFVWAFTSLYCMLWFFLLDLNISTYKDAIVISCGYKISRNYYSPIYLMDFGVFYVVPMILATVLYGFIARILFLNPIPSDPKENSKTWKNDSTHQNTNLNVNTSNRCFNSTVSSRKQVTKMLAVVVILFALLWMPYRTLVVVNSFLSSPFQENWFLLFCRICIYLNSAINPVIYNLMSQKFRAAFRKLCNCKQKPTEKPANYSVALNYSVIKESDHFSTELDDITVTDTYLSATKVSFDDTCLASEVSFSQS
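TRHR-expressing cells loaded with fluo-8 calcium dye were read kinetically (ex 480/em 530) during compound addition, then stimulated with an EC20 of TRH (10 nM final). Enhancement of the Gq-mediated intracellular calcium response was scored.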
D2 potentiator = positive allosteric modulators of human D2 dopamine receptor. HEK293 T-REx D2, calcium flux, EC20 dopamine potentiation. P14416. actives 0.34% (n = 340,000). potentiation, % at 10 µM. AID 485347;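 active means potentiation over 3 SD above the plate norm, cut at about 30% in these data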; further: 0% is about no effect
Target sequence (P14416 whole entry, looked up): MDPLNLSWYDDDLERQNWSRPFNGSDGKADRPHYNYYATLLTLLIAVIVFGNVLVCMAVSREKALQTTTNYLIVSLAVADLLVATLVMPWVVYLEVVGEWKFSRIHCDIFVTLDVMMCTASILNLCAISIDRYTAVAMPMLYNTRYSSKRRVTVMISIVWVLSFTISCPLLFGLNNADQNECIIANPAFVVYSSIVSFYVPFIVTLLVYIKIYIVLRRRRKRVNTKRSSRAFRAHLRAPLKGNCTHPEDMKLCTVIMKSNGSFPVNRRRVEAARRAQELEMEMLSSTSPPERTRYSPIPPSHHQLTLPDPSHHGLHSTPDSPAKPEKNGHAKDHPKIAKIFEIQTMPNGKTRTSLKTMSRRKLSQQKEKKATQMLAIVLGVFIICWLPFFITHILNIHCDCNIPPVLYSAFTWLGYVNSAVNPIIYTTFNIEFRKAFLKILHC
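Potentiation of an EC20 dopamine calcium response measured kinetically over 180 s, after a preceding 180 s compound-only read flagging agonists. Cells: inducible Hek293 Trex D2 line, 4000/well, cultured overnight at 30 C before dye loading.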
D1 antag = human D1 dopamine receptor antagonism | P21728 | HEK293 TREx D1 cells, calcium flux, dopamine EC80; active compounds read low | activity change, negative = inhibition, % at 10 µM | actives 3.2% (n = 360,000) | AID 504652; in the data active means activity change below about -30%; further: on the % scale 0 is the no-effect control and ±100 the full control effect
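HEK293 T-REx cells expressing inducible, force-coupled D1 receptor; no-wash Ca dye, 30–90 min RT. Cmpd → 180 s read at 1 Hz → EC80 DA → 180 s read.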
D1 ag = activates the human D1 dopamine receptor | P21728 | HEK293 T-REx D1 cells, calcium flux, agonist mode | activation, % at 2 µM | actives 1% (n = 360,000); in the data active means activation above about 30%; further: 0% is about no effect
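Agonism was scored from calcium flux recorded over 180 s (1 read/s) after pintool compound addition, following a 10-cycle baseline. Cells were inducible force-coupled HEK293 TREx D1, plated overnight at 30 C and loaded with no-wash calcium dye.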
D2 antagonist = D2 dopamine receptor (human) antagonism; HEK293 TREx D2 cells, calcium flux, dopamine EC80; P14416; actives 2% (n = 340,000); inhibition, % at 10 µM; AID 485344; in the data active means inhibition above about 30%; further: 0% is about no effect
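Inhibition of EC80 dopamine-driven calcium flux, recorded kinetically, defines activity here; cells are a tetracycline-induced HEK293 T-REx line expressing force-coupled D2.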
D1 PAM = enhances dopamine response at the human D1 receptor | P21728 | HEK293 TREx D1 cells, calcium flux, dopamine EC20 potentiation | potentiation, % at 10 µM | actives 0.036% (n = 360,000); in the data active means potentiation above about 30%; further: 0% is about no effect
D2 ag = D2 dopamine receptor (human) agonism; P14416; HEK293 T-REx D2 cells, calcium flux agonist mode; activation, % at 2 µM; actives 0.53% (n = 340,000); AID 485358;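 active means activation over 3 SD above normal in the single-dose calcium agonist read, cut at about 30% in these data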; further: 0% is about no effect
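Tetracycline-induced HEK293 Trex cells with D2 receptor force-coupled to calcium signaling, plated overnight at 30 C and loaded with no-wash calcium dye. Calcium flux read kinetically for 180 s after compound addition; responses flag agonists.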
Active calls of the source: *; ? = inconclusive; . = no result given.

SMILES	RXFP1 antagonist	RXFP1 ag	TRHR PAM	D2 potentiator	D1 antag	D1 ag	D2 antagonist	D1 PAM	D2 ag
O=C(CCS(=O)(=O)c1ccccc1)Nc1ccccc1N1CCOCC1	13	0.4%	2	9	-13	4	3	-3	-0.1
Cn1c(N)c(C(=O)c2ccc(Oc3ccccc3)cc2)c(=O)n(C)c1=O	-13	-0.5%	-3	.	-11	3	.	-4	.
Cc1cccc(-c2c3c(=O)n(C)c(=O)n(C)c3cn2C2CCCCC2)c1	-2	1.5%	-22	.	8	1	.	-1	.
O=C(O)C1CCCN1c1ncccn1 (configuration not stated)	6	-0.7%	4	6	-19	2	-3	-3	0.0
CCOC(=O)c1ccc(S(=O)(=O)N2CCN(Cc3cc4c(cc3O)OCO4)CC2)cc1	2	0.3%	-4	2	-23	0	-18	-10	0.5
O=c1[nH]cccc1-c1nc2ccccc2[nH]1	7	19%	-22	-3	3	1	1	8	1.2
CCn1cc(CNC(=O)c2c(-c3c(Cl)cccc3Cl)noc2C)c(C)n1	-1	1.2%	-1	6	-7	2	-1	4	0.2
COc1cccc(C(C(=O)NC2CCCCC2)N(C(=O)Cc2cccs2)c2ccc(-n3cnnn3)c(OC)c2)c1 (configuration not stated)	-11	-2.2%	0	-5	10	3	2	3	-0.5
CCc1ccc(N2CC(C(=O)Nc3ccc(C)c(S(=O)(=O)N4CCOCC4)c3)CC2=O)cc1 (configuration not stated)	-11	-0.1%	5	-2	-15	3	10	-4	-0.5
O=C1OC(/C(=C\Nc2ccc(F)cc2F)[N+](=O)[O-])c2ccccc21 (configuration not stated)	-29	-0.4%	4	9	-4	2	-6	-3	0.9

Sorted by the number under TRHR PAM (highest first): 4 of the compounds above.
| Structure | TRHR PAM |
| --- | --- |
| O=C(O)C1CCCN1c1ncccn1 (configuration not stated) | 4 |
| O=C(CCS(=O)(=O)c1ccccc1)Nc1ccccc1N1CCOCC1 | 2 |
| CCn1cc(CNC(=O)c2c(-c3c(Cl)cccc3Cl)noc2C)c(C)n1 | -1 |
| Cc1cccc(-c2c3c(=O)n(C)c(=O)n(C)c3cn2C2CCCCC2)c1 | -22 |

(continued)
SMILES	RXFP1 antagonist	RXFP1 ag	TRHR PAM	D2 potentiator	D1 antag	D1 ag	D2 antagonist	D1 PAM	D2 ag
CCN(CC)C(=O)CSc1nnc(-n2nc(C)cc2C)c2ccccc12	5	0.3%	1	7	-13	0	-11	0	-1.1
CC(Sc1nc2ccccc2[nH]1)C(=O)Nc1ccc2c(c1)OCCO2 (configuration not stated)	5	0.1%	4	-8	-1	16	66*	-8	0.5
COc1ccc(-c2nnc(SCC(=O)Nc3ccc(C(=O)O)cc3)n2-c2ccc(Cl)cc2)cc1	-12	-2.3%	3	-7	9	1	1	-5	-1.5
Cc1cc(C)cc(NC(=O)c2cc(S(=O)(=O)N3CCc4ccccc43)cn2C)c1	-1	-0.2%	-4	-6	0	1	.	-1	2.3
Cc1cc(=O)[nH]c(N/N=C/c2ccc3c(c2)OCCO3)n1	-4	0.7%	-1	-7	26	-1	19	4	-0.8
CCn1c(CSCc2ccc(F)cc2)nnc1SCC(=O)N1CCN(c2ccccc2)CC1	-32	-1.0%	-7	4	1	3	-13	-3	0.9
O=C(Nc1ccc(-c2cccc(F)c2)cc1)C1CCCN(Cc2ccccn2)C1 (configuration not stated)	-40	1.0%	-4	10	-1	16	-5	-15	0.2
COc1ccc(C(=O)NCc2ccccc2CN2CCCC2)cc1S(=O)(=O)Nc1ccc(C)cc1	-6	-0.6%	-4	-30	-5	11	-2	-8	0.9
CCCCOC(=O)c1ccc(N/C(=N\S(=O)(=O)c2ccccc2)c2ccccc2)cc1	-23	0.2%	5	-7	3	10	4	-7	0.7
CN(Cc1ccccc1)C(=O)COC(=O)c1ccc(S(=O)(=O)N(C)C)cc1	-36	1.5%	10	-2	-6	5	3	-9	0.9
CC(C(=O)NN)n1nnc(N2CCOCC2)n1 (configuration not stated)	-3	-0.1%	2	-6	6	0	5	1	0.9
COc1ccc(/C(N)=C/C(=O)C(C)(C)C)cc1	-19	2.6%	0	-1	0	3	2	1	0.0
CCN(c1ccccc1)S(=O)(=O)c1cc(Br)cc2c1N(C(=O)C1CC1)CC2	.	-0.3%	-14	-26	-19	6	.	0	-0.9
O=C(NCc1ccccc1)C(=O)NCC(c1ccco1)S(=O)(=O)c1cccs1 (configuration not stated)	6	1.6%	-1	-5	.	-3	.	0	0.5
CCOc1ccc(NC(=O)c2ccc3c(c2)nnn3C2CCCC2)cc1	.	12%	0	0	-11	2	.	-3	0.1
COc1ccc(CCNC(=O)c2ccc3c(c2)CCN3S(=O)(=O)c2ccccc2)cc1OC	-11	1.2%	0	10	-21	4	.	4	0.1
CCS(=O)(=O)N1CCN(C(=O)c2ccco2)CC1	0	1.1%	1	-2	11	4	-9	-12	-1.8
O=C(NCCN1CCCCC1)Nc1ccc(F)c(Cl)c1	-10	1.8%	2	-20	-14	9	8	-3	0.2
Cc1ccc(C23CC4CC(CC(C(=O)N5CCN(C)CC5)(C4)C2)C3)cc1	-19	0.1%	16	-25	-15	11	-6	2	1.7
c1cc2c(cc1C1CCCCC1)c1c3n2CCCNC3CCC1 (configuration not stated)	-23	1.1%	-2	-8	-7	122*	-22	18	-1.5
CCOc1ccc(CCNC(=O)C2CCC(CNS(=O)(=O)c3ccc(Cl)cc3)CC2)cc1OCC (configuration not stated)	1	-0.8%	-3	-6	-1	2	.	-4	1.3
CCN(N)C(=S)Nc1ccc(F)cc1	4	1.4%	0	2	1	-1	-22	-6	2.2
COc1ccc(CN2CC(C(=O)N3CC(C)CC(C)C3)CC2=O)cc1 (configuration not stated)	6	1.0%	-3	23	-12	2	6	-2	0.1
Cc1csc(C(C)N(C)C(=O)c2ccc(OC3CCN(Cc4ccccn4)CC3)cc2)n1 (configuration not stated)	5	-0.3%	1	1	8	6	-10	0	0.9
CCCc1[nH]nc2c1C(c1ccsc1)C(C#N)=C(N)O2 (configuration not stated)	-16	-0.5%	-12	6	14	1	-26	-1	0.5
Cc1cc(NC(=O)COc2ccc([N+](=O)[O-])cc2)no1	-2	0.3%	20	-13	-10	5	-5	-3	-0.2
CC1CCN(CCOCCSc2ccc(Cl)cc2)CC1	-5	0.2%	-2	-31	-44*	21	45*	-2	-0.8
Cc1cc[n+](-c2nc([O-])sc2/C=N/Nc2ccc([N+](=O)[O-])cc2)cc1	9	-1.0%	8	-7	-7	0	-15	-1	0.0
CCc1nnc(NC(=O)CSc2nnc(C)n2-c2ccc(C)cc2)s1	.	0.9%	13	4	-27	6	14	-6	-0.4
CC(C)C(=O)N1CCN(c2ccccc2N)CC1	5	0.2%	7	-1	3	0	-3	3	0.9
O=C(Nc1cc(S(=O)(=O)N2CCOCC2)ccc1Cl)C1CCC1	8	-0.7%	24	13	1	3	5	3	-0.2
O=C(CN1C(=O)c2ccccc2C1=O)Oc1ccc(F)cc1	.	7.4%	3	-2	-2	2	-38	1	1.5
O=C1NN=C(c2ccc(Cl)cc2)CC1c1cccc(Br)c1 (configuration not stated)	?	4.3%	2	5	-11	7	8	-4	0.5
CCc1ccc(C2CC(=O)c3c([nH]c(C(=O)OC4CCCC4)c3C)C2)cc1 (configuration not stated)	6	-1.5%	-1	3	4	2	.	-3	0.6
N#Cc1c(N)n(CCc2ccc(F)cc2)c2nc3ccccc3nc12	0	4.1%	2	-2	-18	0	9	-8	0.2
Cc1ccc(Cl)cc1N(CC(=O)Nc1cccc(N(C)S(C)(=O)=O)c1)S(C)(=O)=O	-19	-0.5%	12	7	-10	2	-31	-1	0.5
CN(C)S(=O)(=O)c1cccc(COC(=O)CN2C(=O)NC3(CCCC3)C2=O)c1	1	0.4%	-7	-4	-6	3	-10	-2	0.4
COc1ccc(CCN2C(=O)CC(NNC(=O)c3ccccc3Br)C2=O)cc1 (configuration not stated)	0	0.9%	-7	-1	2	0	-12	-10	1.9
CCOC(=O)c1nnn(-c2nonc2N)c1-c1ccccc1	-8	1.1%	-5	-4	-44*	9	-15	-5	-1.1
CCNC(=O)CC1SC(=Nc2ccc(Cl)cc2)N(CC)C1=O (configuration not stated)	6	-0.3%	4	8	4	0	-6	1	-0.8

A second format for part of the listing above:
SMILES | RXFP1 antagonist | RXFP1 ag | TRHR PAM | D2 potentiator | D1 antag | D1 ag | D2 antagonist | D1 PAM | D2 ag
Cc1csc(C(C)N(C)C(=O)c2ccc(OC3CCN(Cc4ccccn4)CC3)cc2)n1 (configuration not stated) | 5 | -0.3% | 1 | 1 | 8 | 6 | -10 | 0 | 0.9
CCc1ccc(N2CC(C(=O)Nc3ccc(C)c(S(=O)(=O)N4CCOCC4)c3)CC2=O)cc1 (configuration not stated) | -11 | -0.1% | 5 | -2 | -15 | 3 | 10 | -4 | -0.5

Later entries:
SMILES	RXFP1 antagonist	RXFP1 ag	TRHR PAM	D2 potentiator	D1 antag	D1 ag	D2 antagonist	D1 PAM	D2 ag
COc1ccc(C(=O)NCCCNC(=O)c2ccc(C)nc2)cc1	-3	-3.0%	6	.	0	1	0	-9	-3.0
C/C(=N/NS(=O)(=O)c1ccccc1)c1ccc(NC(=O)C(F)(F)F)cc1	-4	4.0%	2	3	-4	-1	14	-7	-2.0
CCOc1ccc(S(=O)(=O)N2CCN(C(=O)c3sccc3C)CC2)cc1	-2	-1.3%	-6	8	-10	3	9	-7	0.0
O=C(CSc1ccc([N+](=O)[O-])cc1)Nc1cccc(S(=O)(=O)Nc2ccccc2F)c1	-7	2.7%	1	-5	-11	10	3	-9	0.4
COc1ccc(C(=O)NCC(O)CN2CCOCC2)cc1[N+](=O)[O-] (configuration not stated)	-1	0.2%	-10	7	-3	3	-9	-7	0.5
O=C(Nc1ccc(S(=O)(=O)N2CCCC2)cc1)c1ccccc1	21	0.9%	-7	2	-6	4	3	3	0.5
COc1ccc(Cl)cc1C(=O)NCc1cn(C)nc1C	6	2.0%	-4	-7	-31*	1	11	-5	-0.6
Cc1cccc(NC(=O)CSCC(=O)Nc2cc(S(=O)(=O)N3CCOCC3)ccc2OC(C)C)c1	-16	-0.4%	-4	-8	1	6	6	-3	-0.7
CCN1C(=O)C(CC(=O)Nc2ccc(OC)cc2)N(CCc2ccccc2F)C1=S (configuration not stated)	18	0.1%	2	7	8	3	-13	1	0.5
CC(Oc1ccc(F)cc1)C(=O)Nc1ccc(N2CCOCC2)cc1N1CCOCC1 (configuration not stated)	9	2.4%	5	9	-8	0	.	-1	.
CN=C(C)C1=C(O)C(C(=O)OC)C(C)(C)CC1=O (configuration not stated)	0	1.2%	-3	3	-3	1	7	-4	1.3
O=C1N=C(N2CCCC2)CN1c1ccccc1	-1	1.0%	4	8	-3	2	3	-3	1.4
COc1ccc(CCNC(=O)Cn2c(=O)nc(-c3ccccc3)c3ccccc32)cc1OC	10	6.7%	-4	8	-15	0	.	-1	-0.1

Some of the compounds tested, so the mix of outcomes need not match the whole.
